Screens: PubChem BioAssay, The Scripps Research Institute Molecular Screening Center
PAD4 inhibition: human PAD4 inhibitors, primary screen, biochemical, fluorescence polarization (AID 463073). 2,000 tested, 0.5% active. recombinant PAD4, RFA probe fluorescence polarization; stronger effect = higher value. inhibition, % at 5 µM;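 active = inhibition above 30%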;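 also: 0% = PAD4 with DMSO and 100% = wells lacking PAD4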
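system = recombinant PAD4 | amount = PAD4 at 2 µM in dispensed buffer, before additions | incubation = 30 min 25 °C preincubation, 5 h 37 °C labeling | measured by = FP, ex 525 nm, em 598 nm | replication = single well per compound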
Numbers without * were called inactive.

| cpd | PAD4 inhibition | Structure |
| --- | --- | --- |
| 1 | -3.0 | CC(C)Cc1ccc(C(C)C(=O)O)cc1 (centres undefined) |
| 2 | -2.5 | CC1=NN(c2ccccc2)C(=O)C1 |
| 3 | 6.2 | COc1ccc(CN(CCN(C)C)c2ccccn2)cc1 |
| 4 | -1.0 | COc1ccccc1OCC(O)COC(N)=O (centres undefined) |
| 5 | -3.0 | NS(=O)(=O)c1cc2c(cc1C(F)(F)F)NC(Cc1ccccc1)NS2(=O)=O (centres undefined) |
| 6 | 3.7 | COc1cc2nc(N3CCN(C(=O)C4COc5ccccc5O4)CC3)nc(N)c2cc1OC (centres undefined) |
| 7 | 4.5 | c1ccc2c(CC3=NCCN3)cccc2c1 |
| 8 | -1.1 | Nc1cc(-c2ccncc2)c[nH]c1=O |

Reprinted: nos. 1–4
| cpd | PAD4 inhibition | Structure |
| --- | --- | --- |
| 1 | -3.0 | CC(C)Cc1ccc(C(C)C(=O)O)cc1 (centres undefined) |
| 2 | -2.5 | CC1=NN(c2ccccc2)C(=O)C1 |
| 3 | 6.2 | COc1ccc(CN(CCN(C)C)c2ccccn2)cc1 |
| 4 | -1.0 | COc1ccccc1OCC(O)COC(N)=O (centres undefined) |

This is a subset; the hit share may differ from the screen's.
